From PubChem BioAssay
hcGAS inh: blocks human cGAS activity; inhibition, % at 12.5 µM; Q8N884; AID 1259398; actives 0.081% (n = 290,000); recombinant h-cGAS, ATP depletion, Kinase-Glo luminescence;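 also: 0% = vehicle reaction and 100% = reaction without DNA for no activity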
Target sequence (Q8N884 whole entry, looked up): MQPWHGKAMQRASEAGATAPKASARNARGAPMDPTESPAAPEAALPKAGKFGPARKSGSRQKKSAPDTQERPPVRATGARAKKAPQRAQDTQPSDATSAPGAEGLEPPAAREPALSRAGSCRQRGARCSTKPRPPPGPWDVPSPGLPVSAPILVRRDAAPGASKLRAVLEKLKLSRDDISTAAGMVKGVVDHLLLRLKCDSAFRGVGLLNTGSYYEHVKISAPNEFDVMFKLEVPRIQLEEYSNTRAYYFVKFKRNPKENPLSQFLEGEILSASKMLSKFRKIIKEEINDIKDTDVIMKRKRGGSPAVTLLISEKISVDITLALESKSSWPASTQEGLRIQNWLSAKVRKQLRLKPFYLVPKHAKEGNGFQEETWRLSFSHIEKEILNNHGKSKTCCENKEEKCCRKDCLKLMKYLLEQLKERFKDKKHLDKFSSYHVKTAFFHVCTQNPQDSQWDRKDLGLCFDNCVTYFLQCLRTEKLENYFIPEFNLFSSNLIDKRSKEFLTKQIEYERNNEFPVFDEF
mcGAS inh: mouse cGAS inhibition by luminescence; Q8C6L5; recombinant cGAS, Kinase-Glo ATP depletion luminescence; inhibition, % at 12.5 µM; actives 0.15% (n = 160,000);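 also: 0% = negative control wells and 100% = reference inhibitor with no enzyme activity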
NPYLR7 ag: mosquito NPYLR7 agonism | HEK293T NPYLR7/Galpha15, GCaMP6s calcium fluorescence | activation, % at 10 µM | actives 0.15% (n = 270,000) | AID 1259423; in the data active = activation above about 40%;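 also: 0% = vehicle and 100% = reference agonist at the receptor; some compounds past the cut are filed as inactive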
An asterisk follows results filed as active; / = no result given; & = joins results of further samples. Rule as the data show it, unless noted: active = inhibition above about 40%; inactive = the rest.

smiles | hcGAS inh | mcGAS inh | NPYLR7 ag
CCOC(=O)C1(CCOc2ccccc2)CCN(Cc2ccc3c(c2)OCCO3)CC1 | -9&-2 | -9&-4 | 16&11
C/C(=N/O)C12CC3(C)CC(C)(CC(C)(C3)C1)C2 | -6 | / | 8
CCc1nc(CC(=O)Nc2ccc(C)cc2)sc1C | -4 | / | 5
CCSCCOC(=O)C1=C(C)NC(=O)NC1c1ccc(N(C)C)cc1 (stereo not given) | -3 | / | 4
Cc1ccc(-n2nc3c(c2NC(=O)C24CC5CC(CC(C5)C2)C4)CS(=O)(=O)C3)c(C)c1 | 2 | / | 8
O=C(NCCc1ccccc1)c1cc(NC(=O)C(c2ccccc2)c2ccccc2)ccc1N1CCCCC1 | -3 | -5 | 1
Cc1ccc(S(=O)(=O)NNC(=O)c2cc(Br)ccc2O)cc1 | -3 | 0 | -3
Cc1cc2nc(-c3ccc(NC(=O)c4cc([N+](=O)[O-])ccc4Cl)cc3)oc2cc1C | -2 | 0 | -3
CCc1c(C2CCN(C(=O)CC3CCCC3)CC2)noc1N | -10 | -7 | /
CCOC(=O)c1oc2c(c1C)-c1[nH]ncc1CC2 | 16 | 6 | -9

(cont.)
smiles | hcGAS inh | mcGAS inh | NPYLR7 ag
CCCCN(CC(=O)N1CC(=O)N(c2cccc(C)c2)C1)C(=O)Nc1ccccc1C(F)(F)F | -3 | -3 | -3
Cn1c(=O)n(C)c2cc(Cn3cnc(-c4ccccc4)c3C3CC3)ccc21 | -6 | -12 | -3
Cc1cccnc1CCn1cnc(-c2ccccc2)c1-c1cccc2nonc12 | -2 | -13 | -4
CC(C)(C)c1ccc(C(=O)N2CCN(c3nc4nccc(-c5ccc(N6CCOCC6)cc5)n4n3)CC2)cc1 | -4 | -11 | 2
Cc1cccc2[nH]c(COCC(=O)N3CCC4(CN(C)C(=O)O4)C3)nc12 (stereo not given) | -3 | / | 8
FC(F)(F)c1ccccc1-n1c(COc2ccccc2)n[nH]c1=S | -9 | -4 | -6
CCS(=O)(=O)Nc1ccc(-c2n[nH]c(CCc3ccccc3)n2)cc1 | -4 | / | 21
CCCS(=O)(=O)Nc1ccc(-c2ccc(S(=O)(=O)CC)nn2)cc1 | -12 | -8 | 6
Cc1ccc2oc(CN(C(=O)c3ccc(F)cc3F)C(C)C)nc2c1 | -5 | -6 | 1
CCn1cnnc1CN(C)C(=O)c1scc2c1CCCC2 | -3 | -14 | 3

More results follow.
smiles | hcGAS inh | mcGAS inh | NPYLR7 ag
COc1ccccc1N1CCN2c3ccc(C(F)(F)F)cc3CC(C(=O)NCc3ccncc3)C2C1 (stereo not given) | -1 | -2 | /
CCc1ccc(NC(=O)CSc2nc(=O)n3cccc(C)c3n2)cc1 | -4 | / | 5
COc1ccc(-c2ncc(Cl)cn2)c(C)c1 | -7 | / | 15
O=C1CSC(c2cccc(F)c2)N1c1ccccc1F (stereo not given) | -8 | / | -5
O=C(c1cc(-c2ccccc2)on1)N1CCC2(CC1)C(=O)Nc1ccccc12 | -7 | / | 17
O=C(NNc1ccnc2cc(Cl)ccc12)c1ccsc1 | -4 | / | 8
CCCC(O)CNc1ccc(-n2nc(OCC)nc2-c2ccccc2C)cc1 (stereo not given) | -5 | -7 | -2
Cc1cnc(C(=O)N2CCCC(CCC(=O)Nc3ccc(C(F)(F)F)cc3)C2)cn1 (stereo not given) | -7 | / | 5
CCc1ccc(S(=O)(=O)NCc2ccc3c(c2)OCO3)cc1 | -6 | / | -2
CN(C)S(=O)(=O)NCC1CCCN(Cc2ccc(-c3ccccc3)cc2)C1 (stereo not given) | 0 | 0 | -4

Next section:
smiles | hcGAS inh | mcGAS inh | NPYLR7 ag
CC(N)c1ccccc1NS(C)(=O)=O (stereo not given) | -13 | / | -2
CCc1nc(-c2ccccc2)nc(N2CCN(S(C)(=O)=O)CC2)c1Cc1ccc(F)cc1 | 3 | 1 | 1
COc1cccc(Cc2nsc(N3CCN(CCNC(=O)Nc4c(C(C)C)cccc4C(C)C)CC3)n2)c1 | -19 | -6 | -10
Cc1ccccc1S(=O)(=O)NC(=O)C1(C)CCN1C(=O)C1(c2ccc(Cl)cc2)CC1 (stereo not given) | -10 | / | 0
CCCCNC(=O)NC1C2CC3CC(C2)CC1C3 (stereo not given) | -6 | -5 | /
COC(=O)c1cc2n(n1)CCCN(C(=O)CC(=O)Nc1cccc(C)c1)C2 | -6 | / | 5
C=C(C)CN(CC)c1ncnc2c1c(Br)nn2C | -7 | / | 4
Cc1ccccc1NC(=O)CSc1nc(=O)n(CCCN(C)C)c2c1CCC2 | -2 | -8 | 1
COc1cccc(-n2nnc3c(SCC(=O)NC4CCCCC4)ncnc32)c1 | -5 | -4 | 10
Cc1nc(SCC(=O)N2CCN(C(=O)c3ccco3)CC2)c(C(N)=O)c(C)c1C | -5 | / | 10

Other entries follow.
smiles | hcGAS inh | mcGAS inh | NPYLR7 ag
CCN1CCCC1CNC(=O)[C@H](CC(C)C)N1CC[C@@]2(CCCN2C(=O)CCC2CCCC2)C1=O (stereo not given in full) | 2 | 2 | 6
O=c1ccc(-c2cccc(Br)c2)nn1Cc1ccccc1 | -8 | / | 15
CCCn1nccc1C(=O)N1CCc2c(nc(-c3cccnc3)[nH]c2=O)C1 | -7 | / | 7
COc1ccccc1CN1CCNC(=O)C1CC(=O)N1CCC(O)(c2ccccn2)CC1 (stereo not given) | 0 | -8 | 5
CCc1nnc(CN(CC)S(=O)(=O)NCc2ccccc2)o1 | 5 | -4 | /
Cc1cc(C)n2ncc(CN3CC[C@@H](c4sccc4C)[C@H](O)C3)c2n1 | -8 | / | 9
O=C(Cn1c(=O)oc2cc(S(=O)(=O)N3CCCC3)ccc21)N1CCCC1 | -7 | -4 | 7
CCCCn1ncc(C)c1NC(=O)c1sc2ncn(C)c(=O)c2c1C | 0 | -11 | 13
CC(C)=NOC(C)C(=O)N1CCC2(CCN(C)C2=O)CC1 (stereo not given) | 10 | / | 11
Nc1ccc(S(N)(=O)=O)cc1 | -3&-8&-2 | -1 | -2&-5&-1

Next section:
smiles | hcGAS inh | mcGAS inh | NPYLR7 ag
O=C(NC(c1ccccc1)c1ccccc1)N1CCC(c2nnc(C3CC3)o2)CC1 | -4 | -12 | -15
O=C1CCC(C(=O)N2CCN(c3ccccc3)C(=O)C2)CN1CCc1ccc(Cl)cc1 (stereo not given) | 3 | / | 1
O=C(O)C1CN(S(=O)(=O)/C=C/c2ccccc2)c2ccccc2O1 (stereo not given) | 5 | 3 | -2
CN1CCN(C[C@@H]2CN(Cc3c(Cl)cncc3Cl)C[C@@H]2CO)CC1 | -11 | -7 | /
CSCCC(NS(=O)(=O)c1ccccc1)C(=O)N1CCC(C)CC1 (stereo not given) | 6 | -1 | -6
COc1cccc(-c2nc(C(=O)Nc3cccc(Cl)c3)cs2)c1OC | -5 | -4 | 14
COc1cc(-c2ccc(NN=C3C=Cc4c(S(=O)(=O)O)cc(S(=O)(=O)O)c(N)c4C3=O)c(OC)c2)ccc1NN=C1C=Cc2c(S(=O)(=O)O)cc(S(=O)(=O)O)c(N)c2C1=O | -4 | / | -6
O=C(CCN(CCc1ccccc1)c1nc(-c2ccco2)nc2ccccc12)N1CCCC1 | -4 | -5 | /
CCc1ccc(Cl)c(CC)c1NS(=O)(=O)c1ccc(C(C)=O)cc1 | -4 | / | 7
CCN(Cc1ccc(Cl)cc1)C(=O)Cc1nn[nH]n1 | -7 | / | 6

(list continues)
smiles | hcGAS inh | mcGAS inh | NPYLR7 ag
Cc1ccc(NC(=O)NCCS(=O)(=O)c2c(C)n(C)c3ccccc23)cc1 | -3 | / | 5
Cc1nn(-c2ccccc2)c(Oc2ccccc2)c1CO | 2 | / | 1
CC(C)c1cc(C(=O)NC(Cn2ccnc2)C(C)C)nc2ncnn12 (stereo not given) | -6 | -11 | -4
COc1ccccc1S(=O)(=O)N1CCOC(C(F)(F)F)C1 (stereo not given) | -7 | -10 | /
Oc1ccc2ccccc2c1C=NCCN=Cc1c(O)ccc2ccccc12 | -7 | -7 | 3
CCn1c(CN2CCCCCC2=O)nnc1SCc1cc(=O)n2ccsc2n1 | -4 | / | 3
COc1ccc2cc(C(=O)c3cc4c(cc3F)NC(=O)CC4)oc2c1 | -6 | / | 6
CCOc1ccccc1N1CCN(C(=O)c2cc(-c3ccccc3)nc3cc(C(C)(C)C)nn23)CC1 | -10 | -8 | 14
CCCNC(=O)C1(C)CCCN(C/C=C/c2ccccc2)C1 (stereo not given) | 0 | -1 | 5
O=C(N/N=C\c1cccnc1)c1cc(-c2cccs2)[nH]n1 | -1 | / | 8

(listing goes on)
smiles | hcGAS inh | mcGAS inh | NPYLR7 ag
CCCCOc1ccc(C(=O)N2CCN(C(=O)CCCSc3nnc(Cc4ccccc4)n3-c3ccccc3)CC2C)cc1 (stereo not given) | -9 | -6 | 25
CC(C)CN1CC23C=CC(O2)C(C(=O)O)C3C1=O (stereo not given) | -9 | / | 6
CCc1cc(C(=O)N(C)C)sc1C | -2 | / | 12
O=C(CCNC(=O)C12CC3CC(CC(C3)C1)C2)N1CCC(C(=O)N2CCCCC2)CC1 | -5 | -7 | 38
CC(=O)[C@H]1CCC2C3CC=C4C[C@@H](O)CC[C@]4(C)C3CC[C@@]21C (stereo not given in full) | -3 | / | -3
COc1ccc(NC(=O)c2cccc(N3C(=O)NC4CC3(C)Oc3ccccc34)c2)cc1 (stereo not given) | -7 | -8 | -1
CC1(C(=O)Nc2cccc3ccccc23)CCN1C(=O)Cc1ccccc1Cl (stereo not given) | -5 | -4 | 7
COc1cc(OC)cc(-n2c(CCC(=O)NCCC#N)cc3c2-c2ccccc2CC3)c1 | -6 | -10 | 1
CCC(NC(=O)Cc1c(C)nc2ccccn12)c1ncccc1C (stereo not given) | -7 | -9 | 7
COc1cccc(C=C(C#N)c2nc(C)cs2)c1OC | -7 | / | 2

Going on with the list:
smiles | hcGAS inh | mcGAS inh | NPYLR7 ag
O=C(O)CSc1ccc(SC(F)(F)C(F)(F)C(F)(F)F)cc1[N+](=O)[O-] | -4 | / | -12
COC(=O)c1csc(CN(C(=O)COc2ccccc2)C2CC2)n1 | -6 | -5 | -10
CNc1ncc(CN(C)C(=O)C2CC(=O)N(CC(C)C)C2)cn1 (stereo not given) | -6 | / | 2
Fc1ccc(C2=NC3(CCCCC3)NC2=S)cc1 | 3 | / | -3
O=c1c2cnn(-c3ccccc3)c2ncn1CCOc1ccccc1F | 6 | -1 | -2
CCc1ccc(N(Cc2nnc3n2CCCCC3)C(=O)Nc2cccc(OC)c2)cc1 | 3 | / | 5
CC(NC(=O)/C=C/c1ccccc1)C(=O)Nc1nc2c(s1)CN(C)CC2 (stereo not given) | -4 | -15 | 15
Cc1ccc(S(=O)(=O)NC(=O)CC(C)c2ccccc2F)s1 (stereo not given) | -2 | -3 | 4
COCCCN1COc2ccc3c(c2C1)O/C(=C\c1ccc(OC)cc1)C3=O | -8 | -9 | 41
COc1cc(C)ccc1OCCCOc1ccc([N+](=O)[O-])cc1 | -9 | / | -7

Next compounds:
smiles | hcGAS inh | mcGAS inh | NPYLR7 ag
O=C1OC(C(=O)OCc2ccc3c(c2)OCO3)Cc2ccccc21 (stereo not given) | 1 | -2 | -6
O=C(O)CCC1CCN(C2CCCC2)CC1 | -10 | -5 | /
Cc1c(CN(C)C(=O)CCn2c(C)cccc2=O)[nH]c2ccccc12 | -7 | / | 5
Cc1cc(C(=O)N2CCN(c3ccc(NC(=O)c4ccco4)cn3)CC2)n(C)n1 | -8 | -9 | 7
CCC(C(=O)NCc1cccnc1N1CCN(C(C)=O)CC1)n1cccn1 (stereo not given) | 0 | / | -3
CCOCCn1c(=O)c2c(nc3n(-c4ccc(Br)cc4)c(C)cn23)n(C)c1=O | -13 | -8 | /
COc1ccc(C(=O)CSc2nc(N)c(NC(=O)c3ccc(F)c(F)c3)c(=O)[nH]2)cc1 | 1 | -7 | 1
CC(C)Sc1c(S)cnn(C)c1=O | -4 | / | 10
Cc1cccc(COC2CCCN(C(=O)C3CCC3)C2)c1 (stereo not given) | -4 | -4 | 1
Cn1cc(SCC(N)=O)c2ccccc21 | -7 | / | 3

Next part; the last 5 above are carried over.
smiles | hcGAS inh | mcGAS inh | NPYLR7 ag
CCOCCn1c(=O)c2c(nc3n(-c4ccc(Br)cc4)c(C)cn23)n(C)c1=O | -13 | -8 | /
COc1ccc(C(=O)CSc2nc(N)c(NC(=O)c3ccc(F)c(F)c3)c(=O)[nH]2)cc1 | 1 | -7 | 1
CC(C)Sc1c(S)cnn(C)c1=O | -4 | / | 10
Cc1cccc(COC2CCCN(C(=O)C3CCC3)C2)c1 (stereo not given) | -4 | -4 | 1
Cn1cc(SCC(N)=O)c2ccccc21 | -7 | / | 3
O=C(CCc1cccs1)Nc1cc2c(cc1Br)OCCO2 | -10 | -9 | 13
c1ccc(CCc2nc(-c3cccc4cnccc34)n[nH]2)cc1 | -8 | / | 9
CCCC(=O)NC(=S)Nc1ccc(N(C)C(C)=O)cc1 | 11 | / | 6
Cn1c(=O)[nH]c(=O)c2c1nc(SCc1ccccc1)n2Cc1ccccc1Cl | 3 | -2 | 1
CN1CCCC2(CCN(C(=O)CCc3c[nH]c4ccccc34)C2)C1=O (stereo not given) | -3 | -12 | 5
COc1ccc(C=NN2CCN(Cc3ccccc3)CC2)cc1OCc1ccccc1 | -1 | -1 | -4
CN(C(=O)/C=C/c1ccc([N+](=O)[O-])s1)c1ccccc1 | 3 | 5 | -4
CCC(N)(CC)c1cn(CC2CCCN(S(C)(=O)=O)C2)nn1 (stereo not given) | 1 | / | -2

3 entries from above, arranged by molar mass, lowest first.
smiles | hcGAS inh | mcGAS inh | NPYLR7 ag
CN(C(=O)/C=C/c1ccc([N+](=O)[O-])s1)c1ccccc1 | 3 | 5 | -4
CN1CCCC2(CCN(C(=O)CCc3c[nH]c4ccccc34)C2)C1=O (stereo not given) | -3 | -12 | 5
Cn1c(=O)[nH]c(=O)c2c1nc(SCc1ccccc1)n2Cc1ccccc1Cl | 3 | -2 | 1
